RGS4 inh = blocks human RGS4-accelerated GTP hydrolysis; Transcreener GDP fluorescence polarization, RGS4-accelerated GTP hydrolysis; 390,000 tested, 0.039% active; Potency, µM (titrated, usually from 114 µM), without a hit: top-dose activity change, negative = inhibition, most hits filed as inhibitors; P49798; AID 504845; also: potency is read from the fitted curve at half-maximal effect; % is scaled to controls: 0 for no effect and ±100 for the full control effect; nearly all actives have a fitted effect of over 75% in size; some results filed as inactive show a strong effect at the top dose
Target sequence (P49798 whole entry, looked up): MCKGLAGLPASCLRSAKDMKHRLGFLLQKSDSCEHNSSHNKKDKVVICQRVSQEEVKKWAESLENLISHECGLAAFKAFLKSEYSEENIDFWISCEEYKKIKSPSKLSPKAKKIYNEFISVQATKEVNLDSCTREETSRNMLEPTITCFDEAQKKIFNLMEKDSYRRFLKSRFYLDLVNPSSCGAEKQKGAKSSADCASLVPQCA
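MLSMR compounds (23 nl, pin-transferred) preincubated 10 min at room temperature with a 500nM (2x) first reagent, then RGS4 at 900nM (2x) plus Transcreener GDP mix added; fluorescence polarization (620/688 nm) read before and after 90 min at 30 °C.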
GRP78 ERSR act = inducers of ER stress response in human glioma cells. U87-MG GRP78 promoter luciferase reporter, 16 h. Potency, µM, for inactives: at the top dose activation, most hits filed as activators. 420,000 tested, 0.02% active; also: potency is read from the fitted curve at half-maximal effect; series mostly up to about 76 µM; % of control where 0% means no effect; nearly all actives have a fitted effect of over 35% in size
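Stably transfected U87-MG human glioma cells carrying a GRP78-based luminescent sensor were seeded at 1000 cells/well, pin-dosed with compounds and incubated 16 h. Luciferase reagent was then added, and end-point luminescence was read after 10 min at room temperature.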
LDHA block = LDHA (human) enzyme inhibition; 480,000 tested, 0.15% active; P00338; activity change, % (values are at about 110 or 230 µM); AID 1347041; purified LDHA, NADH/diaphorase-resazurin fluorescence; hits give low values; in the data active = activity change below about -30%; inconclusive = mostly about -25% to -30%;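 also: plate controls were DMSO wells for no effect and wells without enzyme for full effect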
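Resorufin fluorescence (ex540/em590), read at 0 and 20 min after diaphorase/resazurin addition, reports the NADH left after a 5 min room-temperature reaction of 2 nM human LDH5 with 0.06 mM NADH and 0.2 mM pyruvate.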
mIDH1 inhibitor = blocks human mutant IDH1 R132H enzyme; IDH1-R132H enzyme, NADPH consumption, diaphorase/resazurin fluorescence; O75874; 390,000 tested, 0.093% active; Potency, µM (top dose mostly 76.6 µM), for the others: at the highest dose activity change, negative = inhibition, most hits filed as inhibitors; AID 602179; also: potency is read from the fitted curve at half-maximal effect; % is scaled to controls: 0 for no effect and ±100 for the full control effect; nearly all actives have a fitted effect of over 65% in size
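IDH1-R132H (0.5 ug/mL) preincubated 30 min with compound, then NADPH (0.016 mM) and alpha-KG (2 mM) added; 80 min at RT, pH 7.5. Remaining NADPH coupled via diaphorase/resazurin to fluorescence (540/590 nm); concentration-response curves normalized to no-enzyme control.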
TrxR1 substrate = rat thioredoxin reductase 1 substrate activity | 390,000 tested, 0.01% active | Potency, µM (titrated, usually from 114 µM), for inactives: at the highest dose activity change, negative = substrate turnover | O89049 | purified TrxR1 substrate turnover, NADPH consumption readout; also: potency is read from the fitted curve at half-maximal effect; % is scaled to controls: 0 for no effect and ±100 for the full control effect; nearly all actives have a fitted effect of over 50% in size
Target sequence (O89049 whole entry, looked up): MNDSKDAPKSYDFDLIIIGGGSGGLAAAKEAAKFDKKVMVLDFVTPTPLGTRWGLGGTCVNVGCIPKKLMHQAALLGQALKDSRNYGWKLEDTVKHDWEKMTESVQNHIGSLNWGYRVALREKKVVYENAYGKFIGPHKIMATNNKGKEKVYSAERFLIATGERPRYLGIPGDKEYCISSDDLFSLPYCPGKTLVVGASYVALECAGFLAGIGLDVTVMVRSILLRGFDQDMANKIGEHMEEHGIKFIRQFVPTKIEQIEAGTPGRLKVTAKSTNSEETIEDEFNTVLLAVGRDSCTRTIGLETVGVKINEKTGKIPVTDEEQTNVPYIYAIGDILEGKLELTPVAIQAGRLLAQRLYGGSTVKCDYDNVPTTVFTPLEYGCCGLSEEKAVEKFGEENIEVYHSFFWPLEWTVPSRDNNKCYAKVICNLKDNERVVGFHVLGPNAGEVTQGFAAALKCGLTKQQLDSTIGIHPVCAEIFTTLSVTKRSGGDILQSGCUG
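Rat TrxR1, dispensed at 90 nM, was prereduced with 400 uM NADPH (final) for 5 min at ~22 deg C, then incubated with compound 15 min before 400 uM selenite. A first-read NADPH fluorescence drop versus no-compound background flagged substrates.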
rTrxR1 inhibitor = blocks rat thioredoxin reductase 1; O89049; Potency, µM (series often up to 114 µM), for inactives: at the highest dose activity change, negative = inhibition, most hits filed as inhibitors; AID 588453; recombinant rTrxR1, NADPH fluorescence consumption, selenite substrate; 390,000 tested, 1% active; also: potency is read from the fitted curve at half-maximal effect; % is scaled to controls: 0 for no effect and ±100 for the full control effect; nearly all actives have a fitted effect of over 65% in size
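Rat TrxR1 (90 nM in the dispensed reagent) was pre-reduced with 400 uM NADPH for 5 min at room temperature, then incubated with compound for 15 min. After 400 uM selenite was added, NADPH fluorescence (Ex 340/Em 450 nm) was followed for 8 min.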
Vif-APOBEC3F blk = inhibitors of Vif-A3F interaction; HeLa A3F-eYFP + Vif (tagged APOBEC3F with the HIV-1 protein that degrades it), YFP fluorescence increase; Potency, µM (highest dose often 46.1 µM), for inactives: at the highest dose activity, negative = active; 390,000 tested, 0.2% active; AID 602313; also: potency is read from the fitted curve at half-maximal effect; % of control where 0% means no effect; nearly all actives have a fitted effect of over 65% in size
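Fluorescence increase (Ex 488/Em 500-530) after overnight compound treatment at 37 deg C flags inhibition of Vif-driven A3F-eYFP loss in stable HeLa A3F-eYFP/Vif cells seeded overnight beforehand.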
Vif-APOBEC3G blk = Vif-A3G binding inhibition; 410,000 tested, 0.076% active; Q9HC16; Potency, µM (highest dose often 46.1 µM), for inactives: at the highest dose activity, negative = active, hits mostly inhibitors; HeLa A3G-eYFP + Vif (tagged APOBEC3G with the HIV-1 protein that degrades it), YFP fluorescence, overnight;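 also: potency is read from the fitted curve at half-maximal effect; % is scaled to controls: 0 for no effect and ±100 for the full control effect; nearly all actives have a fitted effect of over 60% in size; hits raise eYFP signal because A3G escapes Vif-driven loss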
Target sequence (Q9HC16 whole entry, looked up): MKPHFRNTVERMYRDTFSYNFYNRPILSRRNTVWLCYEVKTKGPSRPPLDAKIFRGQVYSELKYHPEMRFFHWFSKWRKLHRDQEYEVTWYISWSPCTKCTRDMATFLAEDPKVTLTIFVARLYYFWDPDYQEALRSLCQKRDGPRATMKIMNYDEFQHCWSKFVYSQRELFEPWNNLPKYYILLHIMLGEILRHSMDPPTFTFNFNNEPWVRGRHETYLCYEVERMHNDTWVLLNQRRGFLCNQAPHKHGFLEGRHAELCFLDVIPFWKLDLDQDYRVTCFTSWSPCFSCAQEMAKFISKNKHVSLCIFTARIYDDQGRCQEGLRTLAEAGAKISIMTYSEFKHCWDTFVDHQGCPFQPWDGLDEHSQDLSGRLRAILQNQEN
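HeLa cells stably expressing Vif and C-terminally eYFP-tagged A3G, seeded overnight at 37 deg C, then exposed to compound by pintool overnight at 37 deg C. Rise in yellow fluorescence (Ex 488/Em 500-530, Acumen) marks blocked Vif-driven A3G degradation.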
USP1-UAF1 inh = inhibitors of human USP1/UAF1 deubiquitinase; recombinant USP1/UAF1, Ub-Rhodamine cleavage fluorescence; Potency, µM (series often up to 57.1 µM), without a hit: at the highest dose activity change, negative = inhibition, hits mostly inhibitors; 390,000 tested, 0.23% active; O94782; also: potency is read from the fitted curve at half-maximal effect; % is scaled to controls: 0 for no effect and ±100 for the full control effect; nearly all actives have a fitted effect of over 60% in size; inactives centre near -12
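Step one: compound is pinned into 1nM USP1/UAF1 in HEPES pH 7.8 buffer with TCEP. Step two: 15 min room-temperature incubation. Step three: Ub-Rho (150nM final) starts cleavage, tracked by fluorescence over six one-minute reads.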
* marks the source's active call; other numbers are inactive results; ? = inconclusive; . = not tested or not shown; & = joins results of further samples; [ ] = dose if it differs, or a comment. Unless noted, calls follow the shape of the dose curve; as a rule, active = well fitted curve in the direction sought with a large enough effect; inconclusive = small, poorly fitted or top-dose-only effect, or another doubt; inactive = no such curve, though single readings can be large; an effect the other way counts as inactive or inconclusive. Only part of the results is shown; count on the stated rates, not on these rows.

Screens in order: RGS4 inh | GRP78 ERSR act | LDHA block | mIDH1 inhibitor | TrxR1 substrate | rTrxR1 inhibitor | Vif-APOBEC3F blk | Vif-APOBEC3G blk | USP1-UAF1 inh
> O=C(CN(C(=O)c1csnn1)c1ccc(Br)cc1)NC1CCCC1
  -14% | 1% | -4 | -1% | -13% | 22%[57.1 µM] | -1% | -1% | -7%
> CCCCn1cnc2cc(NC(=O)c3cc(OC)c(OC)c(OC)c3)ccc21
  -6% | -3% | 0 | -13% | 4% | 16% | -15% | -10% | -7%
> Cc1ccc(C)c(Cn2c(=O)n(Cc3ccco3)c(=O)c3oc4ccccc4c32)c1
  10% | -3% | -1 | -6% | -6% | 1% | 4% | 3% | -10%
> COC(=O)c1cc(NCc2ccccc2F)ccc1N1CCOCC1
  15% | -3% | 8&9 | 10% | -10% | 1% | 3% | 1% | 3%
> CC(C)c1ccc(NC(=O)COC(=O)[C@@H]2CCCN2C(=O)c2cccs2)cc1
  -4% | 0% | 2 | -8% | -6% | 2% | 0% | 1% | -24%
> Cc1ccc(OCCSc2nc(C)c(Cc3ccccc3)c(=O)[nH]2)cc1
  23% | . | -14 | . | -5% | 5% | . | . | ?
> CCOC(=O)Cn1nc(C)cc1NC(=O)c1cccnc1
  -1% | -5% | -4 | -1% | 4%[57.1 µM] | 0%[57.1 µM] | -11% | 1% | -3%
> O=C(O)c1cccnc1Cl
  13%[11.4 µM] | 0% | -1 | 0% | 4% | 23% | 2% | 3% | -25%
> Cc1cccc(NC(=O)[C@@H]2CCCN2C2=NS(=O)(=O)c3ccccc32)c1C
  -13% | -2% | -1 | 5% | 3% | 13% | 1% | 0% | -6%
> N#CN=c1snc(-c2ccccc2)n1-c1ccc(Cl)cc1
  -8% | -2% | -1 | . | 1% | -5% | . | -7% | .
> Cn1c(SCc2nnc3n2CCCCC3)nc2ccccc21
  -14% | -1% | -9 | 0% | -3% | 16% | -1% | -6% | -22%
> O=C(Oc1ccc2ccc(=O)oc2c1)c1cccs1
  -27% | -4% | 1 | 6% | 29% | -17% | 6% | -7% | -12%
> CCN(CC)CCCNC(=O)/C(=C\c1cccn1C)NC(=O)c1cccs1
  8% | -4% | -3 | -5% | -6%[57.1 µM] | -15%[57.1 µM] | 2% | -3% | -4%
> CC(C)(C)c1ccc(OCCC(=O)OCC(=O)NC(=O)NC2CCCC2)cc1
  5% | -2% | 3 | -1% | -7%[57.1 µM] | ? | 1% | -19% | -12%
> CCOc1ccc(OCc2ccc(C(=O)N3CCOCC3)cc2)cc1
  ? | 1% | 0 | 4% | 2% | 5% | -14% | -3% | -22%
> COc1cc(C#Cc2c(-c3cncn3C)n(C)c3ccc(-c4ccc(CN5CCOCC5)cc4)cc23)cc(OC)c1
  -22% | -3% | -3 | -5% | 25%[57.1 µM] | -25%[57.1 µM] | -23% | -10% | -16%
> CCOc1ccc(CC(=O)C2C(=O)CCCC2=O)cc1OCC
  40% | -1% | 8 | 0% | 3%[57.1 µM] | 28µM* | 8% | 1% | 3%
> CC(C(=O)Nc1cccc([N+](=O)[O-])c1)N1C(=O)NC2(CCCC2)C1=O (stereo not given)
  -29% | -3% | -2 | 0% | 4% | 11% | 3% | -8% | -10%
> COc1ccc(NC(=O)CSc2nnc3ccc(-c4ccccn4)nn23)cc1OC
  -16% | -3% | 4 | 11% | 1% | 1% | 1% | 0% | -10%
> CN(C)CCCNc1oc(-c2ccccc2Cl)nc1S(=O)(=O)c1ccccc1
  -17% | -4% | 1 | 4% | 0% | 13% | -2% | 0% | -21%
> O=C(CSc1n[nH]c(-c2ccccc2O)n1)N1CCCc2ccccc21
  -1% | -1% | 12 | 7% | -8%[57.1 µM] | 2%[57.1 µM] | -9% | -13% | -9%
> Cc1cccnc1Nc1nc(-c2ccc(O)cc2O)cs1
  28%[11.4 µM] | 6% | 15 | -6% | -7% | 3%[57.1 µM] | -8% | -14% | -12%
> COCCCNC(=S)Nc1ccccc1C
  -8%[11.4 µM] | -2% | -4 | -2% | 0% | -5% | 4% | 2% | -5%
> CC1=C(C(=O)Nc2cccnc2)C(c2cccnc2)n2nc(-c3cccs3)nc2N1 (stereo not given)
  11% | -1% | -7 | 0% | -8% | -1% | 0% | 5% | -4%
> Cc1cccc(C(=O)NCC(=O)OCC(=O)N(C)CC(=O)Nc2ccccc2Cl)c1
  28% | -5% | -4 | 0% | -8% | -10% | 0% | 0% | 2%
> Cc1cc(C)cc(NC(=O)COc2cccc3c(=O)n(C)ccc23)c1
  -18% | -2% | -3 | 0% | 8%[57.1 µM] | 16%[57.1 µM] | 1% | -5% | -8%
> O=c1c(S(=O)(=O)c2ccccc2)cn(Cc2ccc(F)cc2)c2cc(N3CCCC3)c(F)cc12
  -10% | -3% | -3 | -1% | 4% | 9% | -1% | 5% | -6%
> CCN1C(=O)c2cccc3c(S(=O)(=O)NCc4ccccc4)ccc1c23
  8% | -1% | 7 | 9% | 24% | 41%[activator] | -15% | 0% | -8%
> O=C(N/C(=C\c1ccc(Cl)cc1)C(=O)N1CCOCC1)c1ccc([N+](=O)[O-])cc1
  -9% | 3% | -4 | -8% | -5% | 18%[57.1 µM] | ? | -3% | -19%
> Cc1ccc(N2C(=O)C3ON(c4ccccc4)C(c4ccncc4)C3C2=O)cc1 (stereo not given)
  32% | -1% | -1 | 0% | 11%[57.1 µM] | -16%[57.1 µM] | 0% | -4% | -9%

Next entries:
Screens in order: RGS4 inh | GRP78 ERSR act | LDHA block | mIDH1 inhibitor | TrxR1 substrate | rTrxR1 inhibitor | Vif-APOBEC3F blk | Vif-APOBEC3G blk | USP1-UAF1 inh
> O=C(NCCNS(=O)(=O)c1ccccc1)c1ccc([N+](=O)[O-])cc1
  30% | 1% | -1 | 4% | -3% | 16% | -1% | 1% | 6%
> CCc1ccccc1NC(=O)C(=O)NCCc1sc(-c2cccc(C)c2)nc1C
  1% | -2% | -12 | -10% | 3%[57.1 µM] | 31%[57.1 µM] | -2% | 2% | -27%
> O=C(Nc1nc2ccc(F)cc2s1)c1nc(S(=O)(=O)Cc2ccccc2)ncc1Cl
  ? | -10% | -2 | -5% | 1% | 3.5µM* | -2% | -26% | -20%
> CNC(=O)NC(=O)C(C)OC(=O)c1ccc(Cl)c(S(=O)(=O)Nc2ccc(F)cc2)c1 (stereo not given)
  0% | 0% | -3 | 6% | 0% | 5% | -6% | 1% | -20%
> OCC[C@H]1C[C@@H](O)[C@H](O)[C@]2(Cc3ccccc3CCO2)O1
  8% | -2% | -7 | -7% | 8%[57.1 µM] | 18%[57.1 µM] | 0% | 1% | -19%
> COC(=O)CCNc1n[nH]c(=O)[nH]c1=O
  14% | -3% | -2 | 0% | -10% | -7% | -7% | -1% | -11%
> CN(c1ccccc1)S(=O)(=O)c1cccc(NC(=O)CSc2ncn[nH]2)c1
  8% | -2% | 0 | 8% | -8% | -2% | 1% | -3% | 3%
> Cc1ccc(OCC(=O)NCC2(N3CCN(C)CC3)CCCCC2)cc1
  2% | -3% | 4 | 0% | 0% | 0% | 1% | 1% | 6%
> CN1C(=O)C2(c3ccccc31)N(C)CC(c1ccccc1)C21SC(=S)N(Cc2ccco2)C1=O (stereo not given)
  20% | 2% | -4 | 4% | 6%[57.1 µM] | 37%[activator][57.1 µM] | -8% | 2% | -15%
> N#C/C(=C\Nc1ccc(Cl)cn1)S(=O)(=O)c1ccccc1
  15% | 0% | -3 | 14% | 7%[57.1 µM] | 4%[57.1 µM] | 7% | 1% | 1%
> CCOC(=O)c1cc(CC)sc1NC(=O)c1cccc(N2C(=O)CCC2=O)c1
  1% | -6% | -4 | 0% | -9% | -13% | 1% | -1% | -20%
> Cc1cn(-c2cc(C(=O)Nc3ccc(C)c(NC(=O)C(=O)c4c[nH]c5ccccc45)c3)cc(C(F)(F)F)c2)cn1
  -2% | 8%&-2% | -4&-14 | -8%&-7% | 4% | 9% | ? | -18%&2% | -26%&-12%
> COc1cccc(NC(=O)Nc2cnccn2)c1
  -15% | 3% | -7 | 4% | 10%[57.1 µM] | 5%[57.1 µM] | 0% | -4% | -13%
> O=C(COC(=O)c1ccncc1)Nc1ccccc1
  -11% | 10% | -4 | 4% | -6% | 14%[57.1 µM] | -14% | -1% | -17%
> COc1ccc2cnnc(SCC(=O)Nc3ccc(C(C)=O)cc3)c2c1OC
  1% | 0% | -9 | -4% | -3% | -1% | -6% | 2% | -10%
> CC1CCN(c2nc3ccc(C(=O)NCc4ccc(Cl)cc4)cc3s2)CC1
  -15% | -4% | 1 | 13% | -1% | 0% | 9% | 2% | -13%
> CCOc1ncccc1C(=O)OCC(=O)c1ccc(OC)c(OC)c1
  -7% | 0% | 1 | 10% | 2% | 13% | 3% | 0% | -9%
> O=C(c1ccccc1F)N1CCN(C2CCC(c3ccccc3)CC2)CC1 (stereo not given)
  -16% | -3% | -19 | 5% | -4%[57.1 µM] | 17%[57.1 µM] | 9% | 3% | -21%
> CC1(C)OC(=O)C2=C(CC(CCc3ccccc3)OC2c2ccccc2)O1 (stereo not given)
  . | -3% | 1 | 2% | . | . | -2% | -1% | -6%
